# Screening data: PubChem BioAssay, National Center for Advancing Translational Sciences (NCATS)
# Luc counter = Counterscreen for Luciferase (Kinase-Glo TM) Inhibition; Luciferin 4-monooxygenase (Photuris pensylvanica), Q27757; Kinase-Glo luciferase, ATP luminescence, 8 min; Potency, µM (doses to about 38.3 µM), without a hit: at the top dose activity change, negative = inhibition, actives largely listed as inhibitors; 200,000 compounds, 0.28% hits; AID 1379, 2008; also: % is scaled to controls: 0 for no effect and ±100 for the full control effect; nearly all actives have a fitted effect of over 60% in size
#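 Inhibition of Kinase-Glo luciferase light generation was assessed at 10 uM ATP in pH 7.2 imidazole buffer, with luminescence measured after eight minutes at ambient temperature.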
# SMN2 splice enh = qHTS Assay for Enhancers of SMN2 Splice Variant Expression | HEK293 SMN2-luciferase splicing reporter, luminescence, 30-36 h | Potency, µM (highest dose often 46.1 µM), inactives show top-dose activity change, positive = activation, actives largely listed as activators | 210,000 compounds, 2.8% hits; also: % of control where 0% means no effect; nearly all actives have a fitted effect of over 55% in size
#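 HEK293 cells carry an SMN2 […]–luciferase reporter in which exon 7 inclusion puts luciferase in frame. Cells were plated 10-12 h before compound addition, then incubated 30-36 h at 37C. ONE-Glo luminescence was read; sodium butyrate at 4.5 mM final served as control.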
# ALDH1A1 inh = qHTS Assay for Inhibitors of Aldehyde Dehydrogenase 1 (ALDH1A1). Purified ALDH1A1, NADH fluorescence, propionaldehyde substrate. Potency, µM (titrated, usually from 75.3 µM), without a hit: at the highest dose activity, negative = inhibition, actives largely listed as inhibitors. 220,000 compounds, 7.3% hits. AID 1030, 2008; active = well fitted inhibition curve with a large enough effect, not every such curve was filed as active; inconclusive = small, poorly fitted or top-dose-only effect, or another doubt; inactive = no such curve, though single readings can be large or run the other way;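 also: plate controls were no enzyme wells and a reference inhibitor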
# Target sequence (P00352 whole entry, looked up): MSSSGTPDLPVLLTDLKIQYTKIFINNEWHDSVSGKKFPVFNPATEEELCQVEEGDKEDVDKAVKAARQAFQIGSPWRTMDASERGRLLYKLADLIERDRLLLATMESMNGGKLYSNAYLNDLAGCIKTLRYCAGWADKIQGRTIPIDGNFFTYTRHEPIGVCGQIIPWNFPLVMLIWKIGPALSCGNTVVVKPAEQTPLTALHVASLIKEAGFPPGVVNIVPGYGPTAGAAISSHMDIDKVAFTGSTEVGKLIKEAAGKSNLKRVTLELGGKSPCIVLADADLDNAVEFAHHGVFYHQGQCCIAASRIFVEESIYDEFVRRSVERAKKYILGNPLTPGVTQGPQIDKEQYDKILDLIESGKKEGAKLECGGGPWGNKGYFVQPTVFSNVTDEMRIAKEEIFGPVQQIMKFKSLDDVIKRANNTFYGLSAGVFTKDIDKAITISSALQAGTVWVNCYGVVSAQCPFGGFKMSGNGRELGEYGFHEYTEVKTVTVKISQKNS
# An asterisk follows results filed as active; u = inconclusive; [ ] = another dose, or the depositor's remark. Unless noted, calls follow the shape of the dose curve; as a rule, active = well fitted curve in the direction sought with a large enough effect; inconclusive = small, poorly fitted or top-dose-only effect, or another doubt; inactive = no such curve, though single readings can be large; an effect the other way counts as inactive or inconclusive. Potency is read from the fitted curve at half-maximal effect. Some of the compounds tested, so the mix of outcomes need not match the whole.
SMILES,Luc counter,SMN2 splice enh,ALDH1A1 inh
O=C1c2ccccc2C(=O)c2c1ccc(C(=O)O)c2-c1ccc2ccccc2c1,-4.6%[7.66 µM],-2.9%[9.22 µM],-8.1%[13.5 µM]
Cc1cc2c(SCc3ccccc3Cl)nc(N)nc2nc1C,0.9%[7.66 µM],-2.6%[9.22 µM],u
C=CCSc1nc2c(N)ncnc2n1[C@@H]1O[C@H](CO)[C@@H](O)[C@@H]1O,-2.1%[7.66 µM],-8.3%[9.22 µM],7.4%[13.5 µM]
OC(Cc1ccccc1)(Cc1ccccc1)c1ccccc1,-6.1%[7.66 µM],-6.6%[9.22 µM],-6.7%[13.5 µM]
CC12CC[C@@H]3c4ccc(OP(=O)(O)O)cc4CCC3C1CCC2=O (stereo partly drawn),-3.1%[7.66 µM],11.6%[9.22 µM],3.3%[13.5 µM]
C[N@+]1(CCC(=O)c2ccccc2)CC[C@H]2CC[C@H](C2)C1,0.0%[7.66 µM],-7.0%[9.22 µM],-8.1%[13.5 µM]
COc1ccc(OC)c(-c2cc(C(=O)O)c3cc4ccccc4cc3n2)c1,-4.5%[7.66 µM],-8.9%[9.22 µM],-3.5%[13.5 µM]
O=C(O)c1cccc(SSc2cccc(C(=O)O)c2)c1,-5.1%[7.66 µM],20.9%[9.22 µM],-10.5%[13.5 µM]
O=c1c[n+](CCCC[n+]2cc(=O)o[nH]2)[nH]o1,-0.7%[7.66 µM],-7.4%[9.22 µM],3.3%[13.5 µM]
S=C1N[C@H](c2ccccc2)N[C@H](c2ccccc2)S1,-2.7%[7.66 µM],-12.2%[9.22 µM],3.16µM*
Nc1nc(N)c2nn(-c3ccc(C(=O)O)cc3)nc2n1,-0.1%[7.66 µM],3.1%[9.22 µM],u
O=[N+]([O-])c1ccc(Nc2nc3ccccc3s2)cc1,0.9%[7.66 µM],-7.3%[9.22 µM],1.41µM*
CC1(C)N=C(N)N=C(N)N1c1cccc(OCc2cccc(N)c2)c1,-5.6%[7.66 µM],-3.8%[9.22 µM],6.2%[13.5 µM]
CC(C)(Oc1ccc(-c2cccc3ccccc23)cc1)C(=O)O,-1.5%[7.66 µM],-0.6%[9.22 µM],5.2%[13.5 µM]
O=CN[C@@H](Cc1cnc[nH]1)C(=O)O,-5.7%[7.66 µM],-4.7%[9.22 µM],0.4%[13.5 µM]
Cn1c(=O)c2[nH]c(COCc3nc4c([nH]3)c(=O)n(C)c(=O)n4C)nc2n(C)c1=O,1.0%[7.66 µM],2.4%[9.22 µM],10.1%[13.5 µM]
C[C@@H]1CC[C@H]2[C@H](C)C3[C@H](C[C@H]4[C@@H]5CC=C6C[C@@H](O)CC[C@@]6(C)[C@@H]5C[C@@H](O)[C@]34C)N2C1 (stereo partly drawn),-0.4%[7.66 µM],1.8%[9.22 µM],8.0%[13.5 µM]
O=C(O)C1(Nc2ccc(Cl)cc2)CCCC1,-1.8%[7.66 µM],2.6%[9.22 µM],13.3%[13.5 µM]
CSc1nc(C)cc(Nc2ccc(O)c(CN3CCCCC3)c2)n1,-3.7%[7.66 µM],-3.8%[9.22 µM],-2.0%[13.5 µM]
CN(C)CCOC(=O)c1ccc(N)cc1,-2.7%[7.66 µM],-10.2%[9.22 µM],-2.4%[13.5 µM]
C=C[C@]1(C)C[C@H](OC(=O)CO)[C@]2(C)C3C(=O)CC[C@]3(CC[C@H]2C)[C@H](C)[C@H]1O (stereo partly drawn),1.2%[7.66 µM],0.9%[9.22 µM],-2.6%[13.5 µM]
C[C@H]1O[C@@H](CC(=O)O)Cc2c1c(O)c1c(O)cc(-c3cc(=O)c4c(=O)c5c(c(=O)c=4c3=O)C[C@H](CC(=O)O)O[C@@H]5C)c(O)c1c2O,-5.0%[7.66 µM],-7.9%[9.22 µM],3.9%[13.5 µM]
Nc1nc(N)c2[nH]cnc2n1 (tested in a mixture with another compound),0.6%[7.66 µM],-18.7%[9.22 µM],11.0%[13.5 µM]
O=C(O)CCn1cnc2c(=S)nc[nH]c21,-3.3%[7.66 µM],-10.7%[9.22 µM],-12.2%[13.5 µM]

# Some of the entries so far, tab-delimited:
SMILES	Luc counter	SMN2 splice enh	ALDH1A1 inh
O=c1c[n+](CCCC[n+]2cc(=O)o[nH]2)[nH]o1	-0.7%[7.66 µM]	-7.4%[9.22 µM]	3.3%[13.5 µM]
S=C1N[C@H](c2ccccc2)N[C@H](c2ccccc2)S1	-2.7%[7.66 µM]	-12.2%[9.22 µM]	3.16µM*

# Following part:
SMILES,Luc counter,SMN2 splice enh,ALDH1A1 inh
COC(=O)[C@@H]1C(O)[C@@H](C(=O)OC)[C@H](C)N(C)[C@@H]1C (stereo partly drawn),-4.0%[7.66 µM],-5.4%[9.22 µM],8.0%[13.5 µM]
OC[C@@H]1O[C@@H](N2CCN([C@@H]3O[C@@H](CO)[C@@H](O)[C@H](O)[C@H]3O)CC2)[C@@H](O)[C@H](O)[C@H]1O,-0.7%[7.66 µM],-1.9%[9.22 µM],-4.1%[13.5 µM]
CC[C@H](C(=O)c1cccs1)C(O)(C(F)(F)F)C(F)(F)F,-3.8%[7.66 µM],-1.8%[9.22 µM],-8.5%[13.5 µM]
O=C1C=CC(=Nc2cccc3c(N=C4C=CC(=O)O4)cccc23)O1,-2.6%[7.66 µM],-3.1%[9.22 µM],u
O=S(=O)(O)n1ccnc1 (tested in a mixture with another compound),-0.4%[7.66 µM],-17.1%[9.22 µM],7.1%[13.5 µM]
OC[C@@H]1CCC[C@H](n2cnc3c(=S)nc[nH]c32)O1,-1.7%[7.66 µM],-1.9%[9.22 µM],7.9%[13.5 µM]
Oc1ccc(Cn2c(-c3ccc(O)cc3)nc3ccccc32)cc1,-7.1%[7.66 µM],-6.5%[9.22 µM],10.2%[13.5 µM]
O=C1c2ccccc2C(=O)c2c(NC3CCCCC3)ccc(Nc3ccc(S(=O)(=O)O)cc3)c21,-16.8%[7.66 µM],-19.2%[9.22 µM],2.3%[13.5 µM]
c1cc(NNc2cccc(-c3nn[nH]n3)c2)cc(-c2nn[nH]n2)c1,0.9%[7.66 µM],-6.7%[9.22 µM],u
Cc1ccc(C)c(C(=N)c2ccccc2Cc2ccccc2)c1,-4.6%[7.66 µM],-16.1%[9.22 µM],7.8%[13.5 µM]
COc1ccc2nc(NCN3C(=O)c4ccccc4C3=O)sc2c1,-2.0%[7.66 µM],-5.1%[9.22 µM],8.8%[13.5 µM]
CC1(C)[C@@H]2CC[C@@](C)(C2)[C@H]1OC(=O)c1ccccc1C(=O)O,-0.3%[7.66 µM],3.2%[9.22 µM],-1.9%[13.5 µM]

# Two neighbouring records from above, for reference:
SMILES,Luc counter,SMN2 splice enh,ALDH1A1 inh
O=C1c2ccccc2C(=O)c2c1ccc(C(=O)O)c2-c1ccc2ccccc2c1,-4.6%[7.66 µM],-2.9%[9.22 µM],-8.1%[13.5 µM]
Cc1cc2c(SCc3ccccc3Cl)nc(N)nc2nc1C,0.9%[7.66 µM],-2.6%[9.22 µM],u

# Entries from the list above containing an aryl methoxy group (2):
SMILES,Luc counter,SMN2 splice enh,ALDH1A1 inh
COc1ccc(OC)c(-c2cc(C(=O)O)c3cc4ccccc4cc3n2)c1,-4.5%[7.66 µM],-8.9%[9.22 µM],-3.5%[13.5 µM]
COc1ccc2nc(NCN3C(=O)c4ccccc4C3=O)sc2c1,-2.0%[7.66 µM],-5.1%[9.22 µM],8.8%[13.5 µM]

# Continued.
SMILES,Luc counter,SMN2 splice enh,ALDH1A1 inh
Cc1cc(C)c2c(SCc3ccc(Cl)cc3Cl)nc(N)nc2n1,-2.7%[7.66 µM],-1.1%[9.22 µM],-0.6%[13.5 µM]
CC(=O)N[C@H](Cc1ccc(O)cc1)C(=O)O,-3.4%[7.66 µM],-6.4%[9.22 µM],-6.5%[13.5 µM]
Oc1c(Cl)cc(CN(Cc2cc(Cl)c(O)c(Cl)c2)C2CCCCC2)cc1Cl,-1.3%[7.66 µM],-9.0%[9.22 µM],4.8%[13.5 µM]
CN(Cc1cc(Br)cc(Br)c1O)Cc1c(O)ccc2ccccc12,-7.4%[7.66 µM],-2.8%[9.22 µM],-3.2%[13.5 µM]
NNC(=O)c1ccc[n+](CCc2ccccc2)c1,-0.5%[7.66 µM],-5.7%[9.22 µM],0.7%[13.5 µM]
CS[C@@H](CC(=O)O)C(=O)O,-5.9%[7.66 µM],-7.4%[9.22 µM],-2.4%[13.5 µM]
Cc1ccc(S(=O)(=O)N[C@H](C(=O)O)C(C)C)cc1,-0.7%[7.66 µM],-18.9%[9.22 µM],8.2%[13.5 µM]
NC(N)=NC[C@@H]1CCCCCCN1,-3.2%[7.66 µM],-1.0%[9.22 µM],13.4%[13.5 µM]
CN1CCN(CC(=O)N2c3ccccc3Sc3cc4ccccc4cc32)CC1,0.3%[7.66 µM],-10.8%[9.22 µM],-1.5%[13.5 µM]
O=C(O)c1ccc(C(=O)O)c(C(=O)O)c1.[NH-][C@@H]1CCCC[C@@H]1[NH-].[Pt],-3.4%[7.66 µM],-0.8%[9.22 µM],-8.0%[13.5 µM]
C[C@@H](SCc1ccccc1)C(=O)O,-0.3%[7.66 µM],-6.4%[9.22 µM],4.2%[13.5 µM]
NCC(=O)[C@@H](O)[C@H](O)[C@H](O)CO,-2.2%[7.66 µM],-1.6%[9.22 µM],9.8%[13.5 µM]
NCCSc1nc(-c2ccccc2)c(-c2ccccc2)o1,-1.6%[7.66 µM],-12.5%[9.22 µM],15.9%[13.5 µM]
NC(=O)C[C@H](N)C(N)=O,-3.6%[7.66 µM],-7.9%[9.22 µM],-0.5%[13.5 µM]
Cc1ccc(CN2CCN(Cc3ccc(C)o3)[C@@H](C)C2)o1,-4.4%[7.66 µM],-4.3%[9.22 µM],5.2%[13.5 µM]
O=C(O)C(Sc1ccc(Cl)cc1)Sc1ccc(Cl)cc1,-10.6%[7.66 µM],-8.8%[9.22 µM],10.4%[13.5 µM]
CC(C)C[C@@H](N)C(=O)Nc1ccc2ccccc2c1,-3.7%[7.66 µM],1.0%[9.22 µM],4.1%[13.5 µM]
C/C(=C\c1ccc(Cl)cc1)C(C)(C)C(=O)O,-2.3%[7.66 µM],-1.8%[9.22 µM],-11.1%[13.5 µM]
COc1ccc([C@@H](Nc2ccccn2)c2cc(C(C)(C)C)cc(C(C)(C)C)c2O)cc1,-3.6%[7.66 µM],-2.1%[9.22 µM],11.0%[13.5 µM]
O=P(O)(CCP(=O)(O)c1ccccc1)c1ccccc1,-2.5%[7.66 µM],11.3%[9.22 µM],-1.8%[13.5 µM]
